Bioassay records (PubChem)
KB-V1 cytotox: KB-V1 MDR subline cytotoxicity; actives 3.4% (n = 400,000); AID 1347076; KB-V1 MDR cells viability, CellTiter-Glo, 72 h; Potency, µM (titrated, usually from 46.1 µM), for inactives: at the highest dose activity change, negative = cytotoxicity, actives largely listed as cytotoxic; further: potency means the concentration at half of the fitted maximal effect; on the % scale 0 is the no-effect control and ±100 the full control effect; nearly all actives have a fitted effect of over 60% in size
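KB-V1 MDR subline cells in DMEM (phenol-red free, 10% FBS) exposed to compounds in qHTS concentration series for 72 h at 37 degrees C. Viability read by CellTiter-Glo luminescence; concentration-effect curves fitted after normalization and correction.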
HT1080 IDH1KD tx: kills HT-1080 cells with IDH1 knockdown. HT-1080 IDH1 knockdown viability, ATP luminescence, 48 h. Potency, µM (highest dose often 46.1 µM), inactives show top-dose activity, negative = toxicity, most hits filed as cytotoxic. actives 2% (n = 360,000). AID 686971;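 further: potency means the concentration at half of the fitted maximal effect; 0% = DMSO wells and -100% = cell-free medium wells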
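Knockdown cells (IDH1KD HT-1080) received compounds 2 h after plating at 750 cells/well and were kept 48 h at 37 °C in 5% FBS RPMI. A CellTiter-Glo luminescence read gave % activity for curve fitting.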
IL1B secr inh: blocks inflammasome-driven IL-1 beta release; THP-1 LPS/ATP IL-1B secretion, AlphaLISA, 16 h; active compounds read low; activity change, % at 57.5 µM; actives 4.7% (n = 360,000); AID 743279; in the data active means activity change below about -50%; inconclusive means mostly about -30% to -49%; further: on the % scale 0 is the no-effect control and ±100 the full control effect
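Secreted IL-1B measured by AlphaLISA bead assay after 16 h compound exposure of THP-1 cells; compounds (final up to 57.5 uM) added 1 h before LPS (250 ng/mL) and ATP (1.25 mM) stimulation; lower signal means less secretion.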
SW480 rerep: induces DNA re-replication in SW480 colon adenocarcinoma cells; Potency, µM (top dose mostly 46.1 µM), inactives show at the top dose re-replication activation, hits mostly activators; SW480 DNA re-replication, Hoechst DNA content imaging, 48 h; actives 1.8% (n = 340,000); further: potency means the concentration at half of the fitted maximal effect; % of control where 0% means no effect; nearly all actives have a fitted effect of over 55% in size
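First, 250 cells per well were seeded. Next, compound or vehicle (23 nL) was pinned in, plates sat 48 hr at 37 C. Finally Hoechst was added for 40 min before fluorescence scanning.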
MCF10A rerep: inducers of DNA re-replication in MCF 10A breast cells; MCF 10A DNA re-replication, Hoechst nuclear intensity, 48 h; Potency, µM (doses to about 46.1 µM), without a hit: at the highest dose activity, positive = re-replication, usual class: activators; actives 2.9% (n = 350,000); AID 624296; further: potency means the concentration at half of the fitted maximal effect; % of control where 0% means no effect; nearly all actives have a fitted effect of over 50% in size
ATXN2 expr inh: reduces ATXN2 reporter expression in HEK-293 cells; Potency, µM (titrated, usually from 57 µM), for inactives: at the top dose activity change, negative = inhibition, usual class: inhibitors; HEK-293 ATXN2-luciferase reporter, luminescence, 24 h; actives 0.72% (n = 360,000); AID 1745845; further: potency means the concentration at half of the fitted maximal effect; on the % scale 0 is the no-effect control and ±100 the full control effect; nearly all actives have a fitted effect of over 55% in size
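qHTS (up to 57 uM final) was run with 24 h compound exposure of reporter cells at 37 °C. Each well was multiplexed: SteadyGlo luminescence measured ATXN2-luciferase expression after a fluorogenic Gly-Phe-AFC viability readout (25 uM final).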
KB-3-1 tox: KB-3-1 parental cell cytotoxicity | KB-3-1 viability, CellTiter-Glo ATP luminescence, 72 h | Potency, µM (titrated, usually from 46.1 µM), inactives show at the top dose activity change, negative = cytotoxic, usual class: cytotoxic | actives 1.4% (n = 400,000) | AID 1347075; further: potency means the concentration at half of the fitted maximal effect; on the % scale 0 is the no-effect control and ±100 the full control effect; nearly all actives have a fitted effect of over 60% in size
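Viability of parental KB-3-1 cells, measured by CellTiter-Glo luminescence, followed a 72 h incubation at 37 °C with pinned compounds in phenol-red-free DMEM containing 10% FBS.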
HT1080NT lethal: kills 2HG-producing HT-1080-NT fibrosarcoma cells | HT-1080-NT fibrosarcoma viability, CellTiter-Glo ATP luminescence, 48 h | Potency, µM (highest dose often 46.1 µM), inactives show at the top dose activity, negative = less viability, actives largely listed as cytotoxic | actives 1.6% (n = 360,000);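 further: NT is the 2HG producing partner of a matched IDH1 knockdown line; potency means the concentration at half of the fitted maximal effect; 0% = DMSO-treated cells and -100% = media-only wells without cells; nearly all actives have a fitted effect of over 55% in size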
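Luminescent CellTiter-Glo readout after 48 hours of compound exposure at 37 degrees C defined viability of HT-1080-NT cells. Activity was normalized to DMSO wells and cell-free media wells; concentration-response curves were fitted and assigned curve classes.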
WRN inhibitor: blocks human WRN helicase; Q14191; WRN helicase unwinding, fluorescent forked duplex, kinetic; Potency, µM (series often up to 114 µM), without a hit: at the top dose activity change, negative = inhibition, most hits filed as inhibitors; actives 0.46% (n = 360,000); further: potency means the concentration at half of the fitted maximal effect; on the % scale 0 is the no-effect control and ±100 the full control effect; nearly all actives have a fitted effect of over 55% in size
Target sequence (Q14191 whole entry, looked up): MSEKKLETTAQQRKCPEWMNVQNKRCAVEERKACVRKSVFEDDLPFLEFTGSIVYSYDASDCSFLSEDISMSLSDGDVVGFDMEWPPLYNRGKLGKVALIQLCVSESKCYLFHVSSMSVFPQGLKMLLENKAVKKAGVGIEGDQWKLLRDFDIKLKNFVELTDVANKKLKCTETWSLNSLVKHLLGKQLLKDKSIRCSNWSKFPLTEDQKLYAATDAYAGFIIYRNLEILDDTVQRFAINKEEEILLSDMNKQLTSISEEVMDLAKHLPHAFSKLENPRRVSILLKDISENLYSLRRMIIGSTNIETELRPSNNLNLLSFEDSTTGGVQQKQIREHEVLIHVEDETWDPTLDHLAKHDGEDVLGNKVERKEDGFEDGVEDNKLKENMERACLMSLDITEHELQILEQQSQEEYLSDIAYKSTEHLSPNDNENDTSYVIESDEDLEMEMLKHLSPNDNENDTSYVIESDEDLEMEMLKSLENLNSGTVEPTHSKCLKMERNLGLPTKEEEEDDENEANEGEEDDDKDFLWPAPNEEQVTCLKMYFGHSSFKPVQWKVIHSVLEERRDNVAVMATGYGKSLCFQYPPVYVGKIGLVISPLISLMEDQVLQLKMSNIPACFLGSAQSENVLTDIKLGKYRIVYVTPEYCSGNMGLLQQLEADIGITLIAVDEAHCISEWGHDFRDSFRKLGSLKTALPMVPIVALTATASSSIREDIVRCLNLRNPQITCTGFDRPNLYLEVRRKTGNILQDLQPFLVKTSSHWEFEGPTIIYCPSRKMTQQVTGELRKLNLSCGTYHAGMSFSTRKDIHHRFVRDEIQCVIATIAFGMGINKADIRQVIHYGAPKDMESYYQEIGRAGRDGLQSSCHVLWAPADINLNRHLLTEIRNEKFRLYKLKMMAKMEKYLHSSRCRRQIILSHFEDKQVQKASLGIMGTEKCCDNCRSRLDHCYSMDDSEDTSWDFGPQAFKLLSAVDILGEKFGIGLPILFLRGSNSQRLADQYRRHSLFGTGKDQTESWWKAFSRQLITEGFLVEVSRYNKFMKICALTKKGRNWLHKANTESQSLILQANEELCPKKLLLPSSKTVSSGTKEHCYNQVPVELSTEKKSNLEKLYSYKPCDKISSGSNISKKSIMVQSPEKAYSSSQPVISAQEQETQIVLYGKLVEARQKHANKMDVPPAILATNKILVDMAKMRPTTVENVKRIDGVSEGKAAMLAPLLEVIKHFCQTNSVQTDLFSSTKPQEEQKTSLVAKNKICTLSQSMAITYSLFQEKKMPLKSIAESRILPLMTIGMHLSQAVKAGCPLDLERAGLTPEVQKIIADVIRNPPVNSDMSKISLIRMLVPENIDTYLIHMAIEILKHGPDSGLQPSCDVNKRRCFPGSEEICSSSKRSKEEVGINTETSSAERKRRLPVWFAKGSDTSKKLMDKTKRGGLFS
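Screening of the MLSMR collection measured strand separation of a quenched forked DNA duplex (100 nM) by 20 nM WRN with 2 mM ATP, all final. Compounds were preincubated with enzyme 15 min at room temperature.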
Numbers without * were called inactive; ? = inconclusive; . = no result given; [ ] = another dose, or the depositor's remark. Unless noted, the call rests on the fitted dose curve; in most records, active means well fitted curve in the direction sought with a large enough effect; inconclusive means small, poorly fitted or top-dose-only effect, or another doubt; inactive means no such curve, though single readings can be large; an effect the other way counts as inactive or inconclusive. The order is random; any-hit rate near 12%.

SMILES	KB-V1 cytotox	HT1080 IDH1KD tx	IL1B secr inh	SW480 rerep	MCF10A rerep	ATXN2 expr inh	KB-3-1 tox	HT1080NT lethal	WRN inhibitor
O=C(NC1CCCC1)C(c1cccnc1)N(C(=O)c1csnn1)c1ccccc1Cl (centres undefined)	-12%	16%	31	-3%	-2%	51%[activator]	3%	5%	6%
O=C1CCN(CCc2ccccc2)CCN1CCSc1ccc(Br)cc1	2%	2%	-16	-2%	-17%	-10%	-2%	8%	5%
Cc1csc(NC(=O)c2ccc3nc[nH]c3c2)n1	-15%	-21%	-12	-96%[inhibitor]	-28%	?	-6%	-29%	-12%[57.1 µM]
Cc1n[nH]c(=O)n(N=Cc2c[nH]c3ccccc23)c1=O	-3%	7%	-9	.	.	.	-3%	5%	-3%
COc1ccc(-c2csc(NC(=O)CS(=O)(=O)c3ccc(F)cc3)n2)cc1OC	-9%	0%	?	0%	6%	-12%	14%	0%	-13%
Cc1ccccc1NC(=O)c1cccc(NC(=O)c2ccccc2C(=O)O)c1	8%	11%	-5	-137%[inhibitor]	6%	3%	6%	11%	0%
O=C(CN1CCN(S(=O)(=O)c2ccc(Br)cc2)CC1)N/N=C/c1ccncc1	-2%	-12%	-4	4%	15%	0%	0%	2%	-4%
CCOC(=O)Nc1sc(=S)n(C)c1C	13%	2%	-5	-3%	5%	1%	1%	3%	5%
COc1ccc(NC(=O)COC(=O)c2cc(=O)c3ccccc3o2)cc1OC	-15%	7%	-9	-3%	-4%	12%	-8%	2%	-2%
N#Cc1cccc(NS(=O)(=O)c2ccc(S(=O)(=O)N3CCOCC3)cc2)c1	-31%	9%	1	-4%	1%	3%	-3%	5%	5%
O=C(Nc1nccs1)c1ccc(-c2ccc(F)cc2)o1	?	4%	-14	0%	9%	76%[activator]	-6%	-1%	0%
CCn1ncc(C2=NOC(C(=O)N3CCC(C(N)=O)CC3)C2)c1C (centres undefined)	17%	4%	4	-8%	?	2%	10%	4%	-1%
O=C(COC(=O)C1(c2ccc(F)cc2)CCCC1)NC1CC1	-6%	-6%	-9	-5%	5%	-11%	2%	0%[9.24 µM]	3%
O=C(CCNC(=O)C1CCN(S(=O)(=O)c2ccc(F)cc2)CC1)NCc1cccnc1	0%	22%	29	-8%	4%	1%	12%	8%	-3%
CSCCC(NS(=O)(=O)c1ccccc1F)C(=O)NCc1ccncc1 (centres undefined)	14%	0%	0	-434%[inhibitor]	-26%	-5%	-1%	0%	5%
Cc1ccc(Cn2c(=N)c(C(=O)NCC3CCCO3)cc3c(=O)n4ccccc4nc32)cc1 (centres undefined)	-3%	-20%	-1	18µM*	3.3µM*	-21%	-18%	-2%	-1%
CC(=NC1CC1)C1=C(O)c2ccccc2C1=O	5%	2%	-29	-2%	5%	30%	25%	13%	-1%
O=C1NC(=O)C(CC(=O)N(c2ccccc2)C2(C(=O)NC3CCCC3)CCCCC2)N1 (centres undefined)	3%	-1%	-5	-2%	-2%	-15%	0%	0%	3%
COc1ccc2[nH]c(=O)c(CNc3ccc(C)c(C)c3)cc2c1	?	-14%	22	?	15µM*	15%	?	-2%	-2%
CC(C)(C)NC(=O)/C(=C\C=C\c1ccccc1)NC(=O)c1ccc([N+](=O)[O-])cc1	?	11%	0	?	0%	-7%	5%	22%	0%
CC(=O)N(CC(=O)Nc1sc(C)c(C)c1C(N)=O)Cc1ccccc1	?	15%	-5	-6%	-3%	19%	0%	18%	8%
Cn1c(N)c(C(=O)COC(=O)CNC(=O)c2ccc(Cl)cc2Cl)c(=O)n(C)c1=O	17%	-2%	15	5%	-23%	6%	8%	1%	4%
C[C@@H]1CN([C@@H](C)CO)C(=O)c2cccc(NS(C)(=O)=O)c2O[C@H]1CN(C)Cc1ccc(Oc2ccccc2)cc1	-2%	0%	-13	-33%[inhibitor]	?	-14%	2%	4%	5%
COCCn1c(-c2ccccc2)cnc1N	15%	12%	-10	-1%	5%	-7%	10%	-3%	-4%
OCC1(C2=NOC(O)(C(F)(F)F)C2)CCCCC1 (centres undefined)	4%	10%	5	-7%	-1%	5%	0%	15%	1%
CCC(=O)c1cn(CC(=O)Nc2ccccc2F)c2ccccc12	3%	-4%	6	-7%	?	0%	1%	1%	-30%
C=CCSc1nnc(Cn2c(=O)sc3ccccc32)n1C	?	9%	4	-3%	0%	10%	11%	0%	5%
COc1ccc(C(C)(C)C)cc1S(=O)(=O)n1ccnc1C	4%	-22%	29	-15%	7%	-1%	1%	2%	-7%
O=[N+]([O-])c1ccccc1C(O)Cc1ccccn1 (centres undefined)	15%	?	-6	3%	-4%	-4%	17%	26%	-1%
O=C(CN1C(=O)NC2(CCCc3ccccc32)C1=O)c1ccccc1F (centres undefined)	-15%	14%	-9	-2%	5%	3%	-4%	5%	-12%
Cn1c(SCC(=O)Nc2nccs2)nnc1-c1ccccn1	1%	14%	6	5%	5%	2%	16%	?	12%
CCc1ccc(NC(=O)c2ccc3c(c2)CCN3S(C)(=O)=O)cc1	-28%	-18%	-23	.	.	.	-6%	-11%	6%
CCCCc1nc2sc3c(c2c(=O)n1NC(=O)c1ccco1)CC(C)(C)OC3	6%	-5%	-3	4%	1%	-17%	4%	-4%	-6%
N#CC(=C(O)CN1CCN(c2ccccc2F)CC1)c1nc(-c2ccccc2)cs1	-15%	-7%	-25	?	6%	-19%	-2%	-22%	-2%
COc1cccc(-c2noc(C3CCCN(C(=O)CC(C)(C)C)C3)n2)c1 (centres undefined)	-5%	-1%	17	24%	0.46µM*	0%	9%	-3%	3%
Cc1csc(NC(=O)CSc2nc(=O)[nH]c3c2CCCC3)n1	?	-12%	15	-9%	-1%	4%	7%	-1%	-4%
Cc1nn(CC2CC2)c(=O)n1-c1ccccc1	0%	15%	-53*	-7%	-6%	-19%	6%	12%	0%
COc1ccc(NC(=O)CSCc2ccc(C#N)cc2)c(OC)c1	-1%	6%	-6	1%	-2%	10%	3%	10%	2%
COC(=O)c1c(C(=O)OC)c(-c2cccc(Cl)c2)n2c1CS(=O)C2 (centres undefined)	-7%	-10%	14	-4%	?	-5%	-10%	-6%	-8%
Cc1ccc(C)c(C(=O)CC2(O)C(=O)Nc3ccccc32)c1 (centres undefined)	14%	4%	14	-7%	-4%	5%	6%	7%	3%
Fc1ccc(C(c2nnnn2Cc2ccco2)N2CCN(C3CCCCC3)CC2)cc1 (centres undefined)	-10%	7%	-26	-2%	-2%	0%	-12%	-4%	-1%
O=C(Nc1ccc(OCC(F)(F)C(F)F)c(C(F)(F)F)c1)c1ccc(Cl)cc1	?	15µM*	-104*	?	23µM*	?	?	26µM*	-1%
CCN(CC(=O)Nc1ccc(NC(C)=O)cc1)C(=O)c1cccc2ccccc12	14%	3%	2	1%	5%	-7%	-3%	0%	1%
O=C(Nc1ccc(Cl)cc1)NC1CCS(=O)(=O)C1 (centres undefined)	2%	1%	0	-7%	-2%	-2%	12%	0%	-6%
COc1ccc(C(=O)Nc2cccc(/C(C)=N/NC(=O)c3ccc([N+](=O)[O-])cc3)c2)cc1OC	17%	-15%	2	10%	9%	-37%	0%	0%	6%[57.1 µM]
O=C(CSC1CC(=O)N(CCc2ccccc2)C1=O)Nc1ccc(Br)cc1 (centres undefined)	22%	?	19	-5%	15%	3%	-7%	-6%	-17%
Nc1c(C(=O)Nc2ccccc2)c2nc3ccccc3nc2n1-c1ccc(O)cc1	1%	?	0	7.3µM*	15µM*	-20%	-5%	?	-7%
COc1ccccc1Cn1c(C)c(C(=O)NCCC#N)sc1=O	?	?	-20	.	.	-2%	1%	-7%	6%[57.1 µM]
C/C(CC(=O)Nc1ccc(Cl)cc1Cl)=N\NC(=O)C(=O)NCCO	-4%	2%	-13	1%	13%	-12%	13%	7%	6%
Nc1ncnc2c1ncn2[C@@H]1O[C@H](C(=O)NS(=O)(=O)c2cccs2)[C@@H](O)[C@H]1O	4%	22%	14	.	.	-16%	0%	16%	-11%
Cc1nn(C(=O)c2cccnc2)c(C)c1C	0%	14%	4	-5%	0%	11%	3%	15%	13%
C=CCNc1oc(-c2ccc(Cl)cc2)nc1C#N	0%	.	.	11%	?	?	0%	.	.

An excerpt taken from the entries so far:
SMILES	KB-V1 cytotox	HT1080 IDH1KD tx	IL1B secr inh	SW480 rerep	MCF10A rerep	ATXN2 expr inh	KB-3-1 tox	HT1080NT lethal	WRN inhibitor
CCN(CC(=O)Nc1ccc(NC(C)=O)cc1)C(=O)c1cccc2ccccc12	14%	3%	2	1%	5%	-7%	-3%	0%	1%
O=C(Nc1ccc(Cl)cc1)NC1CCS(=O)(=O)C1 (centres undefined)	2%	1%	0	-7%	-2%	-2%	12%	0%	-6%
